UGM FP inh – inhibitors of M. tuberculosis UDP-galactopyranose mutase; actives 0.06% (n = 320,000); inhibition, % at 10 µM; purified UGM, fluorescence polarization probe displacement; P9WIQ1; in the data active means inhibition above about 10%, passing the limit was not always enough; inconclusive means no clear call, values can overlap the other calls
Target sequence (P9WIQ1 whole entry, looked up): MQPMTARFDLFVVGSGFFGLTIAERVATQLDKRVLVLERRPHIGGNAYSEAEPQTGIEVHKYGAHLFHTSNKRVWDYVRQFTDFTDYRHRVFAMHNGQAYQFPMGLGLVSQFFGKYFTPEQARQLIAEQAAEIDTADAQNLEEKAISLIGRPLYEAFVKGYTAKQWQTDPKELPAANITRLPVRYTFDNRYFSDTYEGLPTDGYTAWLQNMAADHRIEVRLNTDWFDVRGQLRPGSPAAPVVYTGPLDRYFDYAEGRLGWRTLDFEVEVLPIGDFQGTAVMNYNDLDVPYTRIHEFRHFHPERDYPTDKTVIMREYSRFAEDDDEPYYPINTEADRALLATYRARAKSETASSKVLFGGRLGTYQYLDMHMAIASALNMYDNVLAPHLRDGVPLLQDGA
MazEF act – MazEF (E. coli) toxin RNase activation; P0AE70; FAM/BHQ RNA-DNA oligo cleavage fluorescence, 5 h; activation, % at 20 µM; actives 0.32% (n = 350,000); AID 504720; in the data active means activation above about 50%
Target sequence (P0AE70 whole entry, looked up): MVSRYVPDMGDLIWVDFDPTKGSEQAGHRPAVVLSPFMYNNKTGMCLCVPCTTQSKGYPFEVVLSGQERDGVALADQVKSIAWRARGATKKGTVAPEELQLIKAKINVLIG
Rv3671c inh – inhibitors of M. tuberculosis serine protease Rv3671c. AID 2606. actives 0.048% (n = 320,000). P9WHR9. inhibition, % at 5.96 µM; in the data active means inhibition above about 38%;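 further: extracellular domain of Rv3671c used as enzyme; 0% = enzyme with DMSO and 100% = no enzyme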
Target sequence (P9WHR9 whole entry, looked up, the tested form may be a part): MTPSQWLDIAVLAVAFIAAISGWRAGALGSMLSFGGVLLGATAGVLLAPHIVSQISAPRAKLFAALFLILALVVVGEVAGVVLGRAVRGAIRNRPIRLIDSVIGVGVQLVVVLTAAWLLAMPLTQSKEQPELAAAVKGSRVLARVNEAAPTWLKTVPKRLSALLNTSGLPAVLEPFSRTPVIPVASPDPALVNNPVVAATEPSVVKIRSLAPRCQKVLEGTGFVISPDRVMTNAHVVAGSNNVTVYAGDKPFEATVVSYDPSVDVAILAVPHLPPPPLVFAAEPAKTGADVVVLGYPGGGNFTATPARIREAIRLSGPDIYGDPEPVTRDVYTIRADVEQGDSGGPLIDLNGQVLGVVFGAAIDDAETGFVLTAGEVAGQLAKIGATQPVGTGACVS
BoNT-F LC inh – BoNT F light chain protease inhibition. Multiplex microsphere protease cleavage assay, flow cytometry. inhibition, % at 10 µM. actives 0.22% (n = 360,000); in the data active means inhibition above about 35%, passing the limit was not always enough; inconclusive means no clear call, values can overlap the other calls; further: plate controls were buffer without enzyme for full effect and enzyme alone for no effect
GDH-TPI counter – inhibits GDH-TPI coupling enzymes, artifact for Mtb FBA screen; GDH-TPI coupled enzyme counterscreen, NADH absorbance; inhibition, % at 4.8 µM; actives 1.2% (n = 360,000); AID 588335; in the data active means inhibition above about 30%;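 further: 0% = DMSO wells and 100% = wells lacking the enzyme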
Mtb FBA inh – inhibits M. tuberculosis FBA enzyme | P9WQA3 | purified M. tuberculosis FBA, fluorescence read-out | inhibition, % at 1 µM | actives 2.3% (n = 360,000); in the data active means inhibition above about 27%;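 further: 0% = vehicle and 100% = reference inhibitor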
PrPC surface inh – cell surface PrPC inhibition, primary TR-FRET screen | actives 0.43% (n = 370,000) | AID 720596 | P04156 | inhibition, % at 13.8 µM | TR-FRET read-out; in the data active means inhibition above about 24%; further: 0% = median of the test wells and 100% = reference compound wells
BioA inh – BioA (M. tuberculosis) enzyme inhibition; purified M. tuberculosis BioA enzyme, plate reader; inhibition, % at 9.99 µM; actives 0.096% (n = 360,000); AID 602481; in the data active means inhibition above about 40%; inconclusive means no clear call, values can overlap the other calls
FadD28 binding – blocks FadD28 binding to the bisubstrate probe | inhibition, % at 12.5 µM | actives 0.22% (n = 360,000) | fluorescence polarization; in the data active means inhibition above about 8.5%, passing the limit was not always enough; inconclusive means no clear call, values can overlap the other calls
The depositor's hits bear a star.

`CC[C@]12c3[nH]c4cc(-c5ccco5)ccc4c3CCN1C(=O)[C@@H](CC(=O)NCCCn1ccnc1)C[C@@H]2C(=O)N1CCN(C(=O)C2CC2)CC1` gave MazEF act 1, BoNT-F LC inh -11, GDH-TPI counter 11, Mtb FBA inh 25, PrPC surface inh -7, BioA inh -0.2 and FadD28 binding -1.3.
For CC1CN(CC(=O)Nc2nc3ccccc3s2)CC(C)O1 (stereo not given) the results were UGM FP inh 0.7, MazEF act 1, Rv3671c inh -8, BoNT-F LC inh -9, GDH-TPI counter -16, Mtb FBA inh -4, PrPC surface inh -3, BioA inh -0.3 and FadD28 binding -5.0.
`COc1ccc(S(=O)(=O)NC2CCCCC2)cc1F` gave UGM FP inh 0.6, MazEF act -3, BoNT-F LC inh -10, GDH-TPI counter 0, Mtb FBA inh -1, PrPC surface inh 2, BioA inh 0.2 and FadD28 binding -3.3.
`Cc1ccc(NC(=O)C(C)SCc2nc3sc(C)c(C)c3c(=O)[nH]2)nc1` (stereo not given) gave UGM FP inh -2.2, MazEF act -4, Rv3671c inh -2, BoNT-F LC inh 12, GDH-TPI counter 3, Mtb FBA inh 4, PrPC surface inh -4 and FadD28 binding 0.6.
CCOC(=O)C1=C(C)NC(=S)N(C(C)=O)C1c1ccc(OC)c(OC)c1 (stereo not given) was read as UGM FP inh 2.8, MazEF act -3, Rv3671c inh -3, GDH-TPI counter 11, Mtb FBA inh 0, PrPC surface inh 8, BioA inh 1.2 and FadD28 binding -0.1.
`O=C(NCc1cccnc1)/C(=C/c1ccc(Cl)cc1)NC(=O)c1ccccc1` gave UGM FP inh 2.4, MazEF act 0, Rv3671c inh -1, BoNT-F LC inh -2, GDH-TPI counter -9, Mtb FBA inh -5, PrPC surface inh -7 and BioA inh 0.7.
For Cc1ccccc1-c1nc(CS(=O)CC(=O)NCCN2CCN(Cc3ccccc3)CC2)c(C)o1 (stereo not given) the results were UGM FP inh -1.6, MazEF act 2, Rv3671c inh -2, BoNT-F LC inh 0, GDH-TPI counter 1, Mtb FBA inh 2, PrPC surface inh -11, BioA inh -1.6 and FadD28 binding 2.4.
`CC(C)c1ccc(C2C3=C(CC(C)(C)CC3=O)NC3=C2C(=O)c2ccccc23)cc1` (stereo not given) gave UGM FP inh 0.7, MazEF act 7, Rv3671c inh 6, BoNT-F LC inh -11, GDH-TPI counter 13, Mtb FBA inh -2, PrPC surface inh 5 and FadD28 binding -0.1.
Screening COc1ccc(CNC(=O)C(c2ccco2)N(C(=O)c2snc(C(N)=O)c2N)c2cccc(OC)c2)cc1 (stereo not given) returned UGM FP inh -1.5, MazEF act -9, Rv3671c inh -14, BoNT-F LC inh 4, GDH-TPI counter 7, Mtb FBA inh 11, PrPC surface inh -2, BioA inh -4.2 and FadD28 binding -1.2.
`Cc1cc2ncn(C(=O)N3CCCC3)c2cc1C` gave UGM FP inh -3.4, MazEF act 3, Rv3671c inh 3, BoNT-F LC inh 1, GDH-TPI counter -6, Mtb FBA inh 4, PrPC surface inh 2, BioA inh -0.2 and FadD28 binding -1.8.
Screening c1ccc(CCCc2nc(-c3ccccn3)no2)cc1 returned UGM FP inh 1.9, MazEF act 5, Rv3671c inh -3, BoNT-F LC inh -4, GDH-TPI counter -2, Mtb FBA inh -2, PrPC surface inh 12, BioA inh -0.6 and FadD28 binding 0.0.
For COc1cc(CCC(=O)Nc2cc(S(=O)(=O)N3CCOCC3)ccc2OC(C)C)cc(OC)c1OC the results were MazEF act 7, BoNT-F LC inh -2, GDH-TPI counter 4, Mtb FBA inh 3, PrPC surface inh 8, BioA inh 1.8 and FadD28 binding 0.8.
Screening Cc1cc(C)c(NS(=O)(=O)c2c(C(=O)N3CCOCC3)c(C)n(C)c2C)c(C)c1 returned UGM FP inh -1.3, MazEF act 1, Rv3671c inh -7, BoNT-F LC inh 4, GDH-TPI counter 10, Mtb FBA inh 0, PrPC surface inh 2, BioA inh 0.0 and FadD28 binding -2.9.
C=C(C)COc1ccc(-c2nc(N)ncc2-c2ccc(OC)c(OC)c2)c(O)c1 was read as UGM FP inh 0.9, MazEF act -4, BoNT-F LC inh -2, GDH-TPI counter 7, Mtb FBA inh 2, PrPC surface inh 0, BioA inh 0.8 and FadD28 binding -2.2.
`O=C(Oc1ccc(Br)cc1C(=O)/C=C/c1ccccc1F)c1ccco1` gave UGM FP inh -0.6, MazEF act -11, Rv3671c inh -21, BoNT-F LC inh -12, GDH-TPI counter 4, Mtb FBA inh -2, PrPC surface inh 7, BioA inh -4.5 and FadD28 binding -4.5.

Grouped by structure, the entries above containing a halogen
`COc1ccc(S(=O)(=O)NC2CCCCC2)cc1F` gave UGM FP inh 0.6, MazEF act -3, BoNT-F LC inh -10, GDH-TPI counter 0, Mtb FBA inh -1, PrPC surface inh 2, BioA inh 0.2 and FadD28 binding -3.3.
`O=C(NCc1cccnc1)/C(=C/c1ccc(Cl)cc1)NC(=O)c1ccccc1` gave UGM FP inh 2.4, MazEF act 0, Rv3671c inh -1, BoNT-F LC inh -2, GDH-TPI counter -9, Mtb FBA inh -5, PrPC surface inh -7 and BioA inh 0.7.
`O=C(Oc1ccc(Br)cc1C(=O)/C=C/c1ccccc1F)c1ccco1` gave UGM FP inh -0.6, MazEF act -11, Rv3671c inh -21, BoNT-F LC inh -12, GDH-TPI counter 4, Mtb FBA inh -2, PrPC surface inh 7, BioA inh -4.5 and FadD28 binding -4.5.

The list goes on.
For O=C(O)CCC(=O)NNc1ccccc1[N+](=O)[O-] the results were UGM FP inh 0.4, MazEF act 2, Rv3671c inh -2, BoNT-F LC inh -3, GDH-TPI counter 0, Mtb FBA inh -1, PrPC surface inh -7, BioA inh -0.6 and FadD28 binding -3.4.
`COc1ccc(CNC(=O)c2cccc3c(-c4cccc(C(N)=O)c4)coc23)cc1OC` gave BoNT-F LC inh 0, GDH-TPI counter 1, Mtb FBA inh 1, PrPC surface inh 37*, BioA inh -0.7 and FadD28 binding -11.
O=C(CNC(=O)c1ccc(Cl)cc1)N/N=C/C=C/c1ccccc1 was read as UGM FP inh 0.3, MazEF act 0, Rv3671c inh -1, BoNT-F LC inh -6, GDH-TPI counter 12, Mtb FBA inh -2, PrPC surface inh 6 and FadD28 binding 0.4.
Screening COCc1nnc(NC(=O)c2ccc(S(=O)(=O)N(C)Cc3ccccc3)cc2)o1 returned UGM FP inh -1.0, MazEF act 5, Rv3671c inh 3, BoNT-F LC inh 3, GDH-TPI counter -6, Mtb FBA inh 1, PrPC surface inh 5, BioA inh -1.1 and FadD28 binding 0.3.
COc1ccc(/C=N/NC(=O)C(=O)Nc2ccccn2)cc1OC was read as UGM FP inh -1.9, MazEF act 5, Rv3671c inh 1, BoNT-F LC inh 0, GDH-TPI counter 43*, Mtb FBA inh -2, PrPC surface inh 4, BioA inh -0.7 and FadD28 binding -1.8.
For Cc1csc(SCC(=O)NC(C)c2ccc(F)cc2)n1 (stereo not given) the results were UGM FP inh 1.5, MazEF act 14, Rv3671c inh 7, BoNT-F LC inh -1, GDH-TPI counter -2, Mtb FBA inh 5, PrPC surface inh 5 and FadD28 binding -3.5.
For CCCCCCC(=O)OCC(=O)c1ccc2c(c1)NC(=O)CO2 the results were UGM FP inh 2.3, MazEF act -3, Rv3671c inh -4, BoNT-F LC inh -2, GDH-TPI counter -2, Mtb FBA inh -2, PrPC surface inh 9, BioA inh 1.5 and FadD28 binding -3.3.
Screening CC(C)(C)C(=O)Nc1nnc(SCC(=O)NC2CC2)s1 returned UGM FP inh 0.0, MazEF act 6, Rv3671c inh 0, BoNT-F LC inh 21, GDH-TPI counter 1, Mtb FBA inh 0, PrPC surface inh -6 and FadD28 binding -2.0.
C=CCSc1nnc(CNC(=O)c2ccccc2C)n1C(C)C was read as UGM FP inh 0.2, MazEF act -7, Rv3671c inh 3, BoNT-F LC inh 3, GDH-TPI counter 2, Mtb FBA inh 1, PrPC surface inh -3 and FadD28 binding 0.3.
Screening COC(=O)c1c(C)oc(C)c1S(=O)(=O)NCc1ccco1 returned UGM FP inh 0.8, MazEF act 10, Rv3671c inh 0, BoNT-F LC inh inconclusive, GDH-TPI counter 3, Mtb FBA inh 1, PrPC surface inh 6, BioA inh -6.9 and FadD28 binding -3.0.
`COc1ccc(-c2cn3cc(C)ccc3n2)cc1OC` gave UGM FP inh -0.5, MazEF act 6, Rv3671c inh -4, BoNT-F LC inh 8, GDH-TPI counter 16, Mtb FBA inh 161*, PrPC surface inh 5, BioA inh 7.8 and FadD28 binding -3.9.
`O=C(CSc1nc(N2CCOCC2)nc(N2CCOCC2)n1)Nc1cccc(C(F)(F)F)c1` gave UGM FP inh 3.0, MazEF act 5, Rv3671c inh -2, BoNT-F LC inh -2, GDH-TPI counter -5, Mtb FBA inh 0, PrPC surface inh -4, BioA inh -2.0 and FadD28 binding -3.7.
Screening CSc1cccc(NC(=O)CSc2nc3ccccc3o2)c1 returned UGM FP inh 2.2, MazEF act 1, Rv3671c inh 0, BoNT-F LC inh -6, GDH-TPI counter 2, Mtb FBA inh -1, PrPC surface inh 12, BioA inh -0.6 and FadD28 binding -1.2.
`Cc1ccn2c(c1)nc(=S)n2C(=O)c1ccccc1` gave UGM FP inh -1.2, MazEF act -1, Rv3671c inh -4, BoNT-F LC inh 0, GDH-TPI counter 17, Mtb FBA inh -5, PrPC surface inh 6 and FadD28 binding -1.1.
Screening NNC(=O)c1sccc1OCc1cccc(C(F)(F)F)c1 returned UGM FP inh 0.6, MazEF act -2, Rv3671c inh -16, BoNT-F LC inh -6, GDH-TPI counter 10, Mtb FBA inh 2, PrPC surface inh 9 and FadD28 binding -1.8.
For CCN(C(=O)CCc1nc(-c2ccccc2F)no1)c1cc(OC)ccc1OC the results were MazEF act -2, BoNT-F LC inh -11, GDH-TPI counter 10, Mtb FBA inh 1, PrPC surface inh 0 and FadD28 binding -2.3.
Cc1ccc(NS(=O)(=O)c2cc(C(=O)Nc3cccc([N+](=O)[O-])c3)ccc2C)cc1 was read as UGM FP inh -1.1, MazEF act 13, Rv3671c inh -163, BoNT-F LC inh -12, GDH-TPI counter 13, Mtb FBA inh -1, PrPC surface inh 0, BioA inh -0.3 and FadD28 binding -0.4.
`Cc1ccc(-c2nn3c(C)nnc3c3ccccc23)cc1S(=O)(=O)N(C)CCO` gave UGM FP inh -2.6, MazEF act 4, Rv3671c inh 3, BoNT-F LC inh -4, GDH-TPI counter 0, Mtb FBA inh 3, PrPC surface inh -14, BioA inh 0.8 and FadD28 binding -3.1.
`O=C(CCc1nnc(Cc2c[nH]c3ccccc23)o1)NC(C1CC1)C1CC1` gave UGM FP inh 2.4, MazEF act 14, Rv3671c inh -8, BoNT-F LC inh -2, GDH-TPI counter 0, Mtb FBA inh 2, PrPC surface inh 7, BioA inh -1.1 and FadD28 binding -1.9.
Screening O=C(Nc1ccccn1)c1ccc2c(=O)n3c(nc2c1)CCCCC3 returned UGM FP inh 0.6, MazEF act 4, Rv3671c inh -1, BoNT-F LC inh 4, GDH-TPI counter 8, Mtb FBA inh 1, PrPC surface inh 4, BioA inh 1.0 and FadD28 binding -1.1.

No enrichment for hits; overall some 4.8% were active at least once.
